NLRP3 yeast inh: NALP3 inflammasome inhibitors in reconstituted yeast, primary screen, luminescence, uHTS; Yeast reconstituted NLRP3/ASC/caspase-1, beta-gal luminescence, 24 h; inhibition, % at 10 µM; 330,000 compounds, 0.39% hits; AID 2825, 2010;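 active means inhibition of 50% or more; inactive means inhibition below 50%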;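 further: plate controls were induced DMSO wells for no effect and uninduced yeast grown without galactose for full effect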
SENP8 block-1: human SENP8 protease inhibitors, primary screen, biochemical, fluorescence, Nedd8 protein substrate, uHTS; 360,000 compounds, 0.64% hits; AID 602440, 2012; inhibition, % at 20 µM; recombinant SENP8; Sentrin-specific protease 8 (Homo sapiens), Q96LD8; in the data active means inhibition mostly above about 40%, no sharp cut-off; inactive means mostly below about 27%
SENP6 block: SENP6 protease inhibitors, primary screen, biochemical, luminescence, uHTS | inhibition, % at 10 µM | 330,000 compounds, 1.8% hits | Recombinant SENP6 catalytic domain, aminoluciferin luminescence;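 active means inhibition above about 50% at the single tested dose, limit read from the data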;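 further: plate controls were DMSO wells with enzyme for no effect and DMSO wells lacking enzyme for full effect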
HKDC1 inhibitor: HKDC1 hexokinase inhibitors, primary screen, biochemical, fluorescence, uHTS; recombinant HKDC1, G6PDH/diaphorase resazurin coupled fluorescence; inhibition, % at 20 µM; 340,000 compounds, 0.16% hits;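 active means inhibition above about 35% when tested at 20 µM, limit read from the data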;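 further: plate controls were DMSO wells with enzyme for no effect and DMSO wells lacking enzyme for full effect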
Target sequence (Q2TB90 whole entry, looked up): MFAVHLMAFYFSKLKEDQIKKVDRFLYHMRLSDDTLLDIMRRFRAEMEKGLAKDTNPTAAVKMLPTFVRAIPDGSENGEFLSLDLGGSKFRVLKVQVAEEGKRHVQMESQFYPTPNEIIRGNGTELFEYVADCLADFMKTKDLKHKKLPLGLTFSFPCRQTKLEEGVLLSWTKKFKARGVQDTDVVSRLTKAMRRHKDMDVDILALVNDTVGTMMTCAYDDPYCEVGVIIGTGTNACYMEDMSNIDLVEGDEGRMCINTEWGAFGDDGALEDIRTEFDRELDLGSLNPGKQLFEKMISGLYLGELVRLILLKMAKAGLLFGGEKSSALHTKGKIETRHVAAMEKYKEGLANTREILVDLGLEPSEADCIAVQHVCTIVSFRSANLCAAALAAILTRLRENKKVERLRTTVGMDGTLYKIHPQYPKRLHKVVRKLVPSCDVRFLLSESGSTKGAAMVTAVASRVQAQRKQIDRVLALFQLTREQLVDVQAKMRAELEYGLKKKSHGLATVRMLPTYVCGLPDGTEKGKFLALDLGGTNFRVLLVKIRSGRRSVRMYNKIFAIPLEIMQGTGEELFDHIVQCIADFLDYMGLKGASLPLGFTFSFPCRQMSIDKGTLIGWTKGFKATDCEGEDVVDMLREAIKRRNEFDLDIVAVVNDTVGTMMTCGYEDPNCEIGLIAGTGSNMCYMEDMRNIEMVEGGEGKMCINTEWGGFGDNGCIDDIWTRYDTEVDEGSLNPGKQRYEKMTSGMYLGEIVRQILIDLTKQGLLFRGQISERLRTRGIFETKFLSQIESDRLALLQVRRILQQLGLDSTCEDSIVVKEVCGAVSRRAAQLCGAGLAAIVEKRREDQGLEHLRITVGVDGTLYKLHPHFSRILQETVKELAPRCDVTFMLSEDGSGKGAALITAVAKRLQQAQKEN
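Material: recombinant HKDC1 hexokinase; Amount: HKDC1 at 5 µg/mL; Medium: Tris pH 8.0 buffer with MgCl2, Tween-20, BSA, BME; Schedule: 90 min reaction incubation at room temperature, dark; Technique: coupled resazurin fluorescence, excitation 525 nm, emission 613 nm.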
SENP1 inh: human SENP1 catalytic domain inhibitors, primary screen, biochemical, FRET, uHTS | Sentrin-specific protease 1 (Homo sapiens), Q9P0U3 | recombinant SENP1 catalytic domain, CyPet-SUMO1-YPet FRET cleavage | inhibition, % at 10 µM | 360,000 compounds, 0.21% hits;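 active means inhibition at least 30% at 10 µM, raw YFP signal under a set limit, fluorescence ratio 0.5 to 1.5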;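 further: 0% = enzyme with DMSO and 100% = no enzyme wells; some results filed as inactive read as strong as hits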
Target sequence (Q9P0U3 419-644 limits assumed): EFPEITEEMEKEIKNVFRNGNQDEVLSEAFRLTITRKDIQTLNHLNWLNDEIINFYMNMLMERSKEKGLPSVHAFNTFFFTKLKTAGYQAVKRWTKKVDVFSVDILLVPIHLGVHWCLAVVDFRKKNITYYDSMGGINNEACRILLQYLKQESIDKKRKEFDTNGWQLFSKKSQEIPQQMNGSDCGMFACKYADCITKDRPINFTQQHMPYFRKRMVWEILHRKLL
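Assay system: hSENP1 catalytic domain, recombinant. Amount: SENP1 enzyme, 20 pM final. Schedule: 50 min reaction, RT, dark. Technique: FRET, CFP and YFP emission. Control set: no-enzyme wells low, DMSO-plus-enzyme wells high control.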
SENP8 block-2: SENP8 protease inhibitors, primary screen, biochemical, luminescence; AID 2540, 2010; purified SENP8, Z-RLRGG-aminoluciferin cleavage; 330,000 compounds, 1.2% hits; inhibition, % at 10 µM; Sentrin-specific protease 8 (Homo sapiens), Q96LD8; in the data active means inhibition above about 50%
Apaf1 inhib: inhibitors of human Apaf-1 apoptosome, primary screen, biochemical, DEVD-Rh110 fluorescence, uHTS | reconstituted apoptosome caspase-3 activity | AID 489030, 2010 | inhibition, % at 20 µM | Apoptotic protease-activating factor 1 (Homo sapiens), O14727 | 330,000 compounds, 0.71% hits; active means inhibition of at least 40% at 20 µM;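 further: plate controls were DMSO wells for no effect and DEVD-CHO caspase inhibitor wells for full effect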
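Assay system: Apoptosome proteins | Medium: pH 7.5 Hepes buffer with CHAPS, BSA, DTT | Also added: Cytochrome c and DEVD-Rh110 substrate | Times: 30 min plus 50 min, RT | Detection: Rhodamine 110 fluorescence at Ex 480/Em 540 nm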
SENP7 block: SENP7 protease inhibitors, primary screen, biochemical, luminescence, uHTS. inhibition, % at 5 µM. recombinant SENP7, Z-RLRGG-aminoluciferin luminescence, 40 min. 330,000 compounds, 1.5% hits;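 active means inhibition above about 50% at the single test dose, limit read from the data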;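 further: plate controls were DMSO with enzyme for no effect and no enzyme buffer wells for full effect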
PfG6PD inh: PfG6PD enzyme inhibitors, primary screen, biochemical, fluorescence intensity, uHTS. glucose-6-phosphate dehydrogenase-6-phosphogluconolactonase (Plasmodium falciparum 3D7). PfGluPho enzyme, NADPH resazurin-diaphorase fluorescence. inhibition, % at 20 µM. 350,000 compounds, 0.78% hits;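 active means inhibition reaching at least a set limit at 20 µM in the primary screen, cut at about 59% in these data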;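 further: 0% = DMSO wells with substrate and 100% = DMSO wells lacking glucose-6-phosphate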
* hit, by the source's call; i = inactive; . = not tested or not shown.

SMILES	NLRP3 yeast inh	SENP8 block-1	SENP6 block	HKDC1 inhibitor	SENP1 inh	SENP8 block-2	Apaf1 inhib	SENP7 block	PfG6PD inh
COCCN=C1Sc2nc3c(C)cccc3cc2CN1Cc1ccco1	24	-8	-4	0	-3	-1	16	0	37
Cc1ccnc(NC(=O)CNC(=O)C23CC4CC(CC(C4)C2)C3)c1	10	1	-8	-6	1	0	9	-7	3
CNS(=O)(=O)c1ccc(C(=O)NCC(=O)NC(C)c2cccs2)cc1 (stereo not drawn)	1	8	-3	-6	-1	-7	9	-12	-13
Cc1cc2c(cc1S(=O)(=O)NCc1ccc(Cl)cc1)OCC(=O)N2	5	0	-12	-2	2	-13	-1	7	-2
CCn1c(=O)c([N+](=O)[O-])c(N2CCOCC2)c2ccccc21	5	16	-9	-10	0	-1	3	6	-1
Cc1ccc(-c2nn(-c3ccccc3)cc2C(=O)NCCCN2CCOCC2)cc1	9	17	8	5	1	-3	15	3	-1
CC(=O)c1cnc2nc(SCc3ccccc3)nn2c1C	39	1	-13	-4	0	8	12	0	7
COc1cccc(-c2cc3c(=O)n(-c4ccccc4)c(=S)[nH]c3s2)c1	7	6	4	-2	-2	-3	0	0	13
NS(=O)(=O)c1ccc(NC(=O)CSc2nnc(NC3CC3)s2)cc1	1	-9	-10	-3	2	5	1	5	21
CNCCC(Oc1ccc(C(F)(F)F)cc1)c1ccccc1 (stereo not drawn)	35	8	-6	-3	2	0	29	3	18

Sorted by the number under HKDC1 inhibitor (descending): some entries from above
Structure,NLRP3 yeast inh,SENP6 block,HKDC1 inhibitor,SENP1 inh,SENP7 block,PfG6PD inh
Cc1ccc(-c2nn(-c3ccccc3)cc2C(=O)NCCCN2CCOCC2)cc1,9,8,5,1,3,-1
COc1cccc(-c2cc3c(=O)n(-c4ccccc4)c(=S)[nH]c3s2)c1,7,4,-2,-2,0,13
CNCCC(Oc1ccc(C(F)(F)F)cc1)c1ccccc1 (stereo not drawn),35,-6,-3,2,3,18
CNS(=O)(=O)c1ccc(C(=O)NCC(=O)NC(C)c2cccs2)cc1 (stereo not drawn),1,-3,-6,-1,-12,-13

Continuation.
SMILES	NLRP3 yeast inh	SENP8 block-1	SENP6 block	HKDC1 inhibitor	SENP1 inh	SENP8 block-2	Apaf1 inhib	SENP7 block	PfG6PD inh
CNc1sc(C(=O)c2ccc(F)cc2)c(N)c1-c1nc2ccccc2s1	38	-13	38	-45	7	12	13	5	-26
CCCCC(=O)Nc1cc(OC)c(NC(=S)Nc2ccc(OC)cc2)cc1OC	.	2	.	-2	-1	.	.	.	2
Cc1ccc(/C=N/NC(=O)c2cc(C3CC3)nc3ccccc23)o1	14	-9	-14	-11	4	-4	-9	7	-2
CNNCc1ccc(C(=O)NC(C)C)cc1	17	12	11	-5	-1	-2	0	-5	-14
CCCn1cnnc1CNC(=O)C1CCC(=O)N(CCc2cccc(F)c2)C1 (stereo not drawn)	3	10	8	0	-1	3	7	-2	-3
COc1ccc(Oc2nc3c(c(=O)n(C)c(=O)n3C)n2C)cc1	13	13	-26	-2	-2	-8	-3	12	9
Cc1ccsc1C(=O)OCC(=O)Nc1cccc(F)c1	42	6	-7	3	1	5	-7	-9	3
O=[N+]([O-])c1ccc2c(c1)Nc1nc3ccccc3nc1N2	36	9	-19	2	-37	-4	-16	-4	17
CCc1c(C)nc2cc(C)[nH]n2c1=O	-6	-38	6	4	1	2	-3	1	-11
CC(C)[C@H](NC(=O)Nc1ccc(S(N)(=O)=O)cc1)C(=O)O	10	9	-20	-10	0	-12	-12	-8	-10
Cc1ccc(S(=O)(=O)c2c(C)nn(C(C)(C)C)c2OC(=O)c2cccs2)cc1	12	18	-17	3	2	4	14	2	4
Cc1ccc(S(=O)(=O)CCC(=O)OCC(=O)N2CCN(c3ccccc3)CC2)cc1	18	12	-11	-7	1	16	-1	3	-11
O=C(Nc1cccc(NC(=O)c2cccnc2)c1)c1ccccc1	20	5	-22	-6	0	-9	3	2	-10
CCCNNC(=O)C(O)(c1cccc(C)c1)c1cccc(C)c1	10	23	2	-6	1	2	-2	-5	-9
CCCC(=O)Nc1ccc(Sc2ccc([N+](=O)[O-])cc2)cc1	30	30	-18	3	3	7	11	2	3
O=C(CCCN1C(=O)c2cccc3cccc(c23)C1=O)N1CCc2ccccc2C1	10	-245	2	5	10	6	12	10	-7
CC(=O)c1cccc(S(=O)(=O)N2CCN(c3nc4cc(C)cc(C)c4cc3C#N)CC2)c1	10	i	-5	3	-39	3	8	-4	11
Cc1csc(NC(=O)Cc2ccc(Br)cc2)n1	3	2	7	3	-1	0	2	-1	2
CN(CC(=O)Nc1ccc(Cl)c(Cl)c1)C(=O)C1CCC1	15	11	-7	-3	0	8	-3	1	75*
O=C(NC1(Cc2ccccc2)CCN(CCc2cccs2)C1=O)c1ccccc1 (stereo not drawn)	8	13	8	0	0	2	8	3	11
CN(C)NC(=S)Nc1cccc(C(F)(F)F)c1	13	4	-18	-3	3	0	-9	3	-5
COc1cccc(N2CCN(C(=O)CCc3nnc4ccc(N5CCCC5)nn34)CC2)c1	0	-8	-1	-1	1	7	-12	0	5
COc1ccc(NC(=O)C2CCCN2C(=O)NC2CCCCC2)cc1OC (stereo not drawn)	-4	8	-5	0	0	0	-6	0	2
O=S1(=O)CCO[C@H]2Cc3ccccc3[C@H]2N1Cc1cccc(F)c1	28	12	18	-4	-2	5	7	-7	1
O=C(CCn1cnnn1)N1CCCC(Nc2ccc(F)c(F)c2)C1 (stereo not drawn)	-6	16	9	4	1	3	2	11	2
CCOC(=O)C1CCN(C(=O)COc2ccc(S(=O)(=O)N3CCCC3)cc2C)CC1	11	10	10	-9	-3	3	4	8	-4
c1coc(CNc2ncnc3[nH]ncc23)c1	10	10	-5	-5	0	-13	4	3	-1
Cc1ccc(O)c(-c2cc(-c3cccc(Br)c3)n[nH]2)c1	5	9	-18	-1	1	-22	29	-11	28
Cc1ccc(S(=O)(=O)CCC(=O)OCC(=O)N(C)c2ccccc2)cc1	.	-4	.	-6	0	.	.	.	18
CCOc1ccccc1OCCOCCN1CC(C)OC(C)C1 (stereo not drawn)	9	9	-6	-8	-2	-11	7	-4	-3
O=C(CCc1nnc(Cc2ccc(-c3ccccc3)cc2)o1)N1CCCC1	14	3	-20	-2	2	-15	17	-7	-7
NC(N)=NS(=O)(=O)c1ccc(NC(=S)NC(=O)c2ccc3c(c2)OCO3)cc1	15	-2	13	2	-2	-5	-4	-2	13
Cn1c(=O)c2c(nc(CCC3CCCC3)n2C)n(C)c1=O	.	19	.	-4	0	.	.	.	7
O=C(O)c1cccc(S(=O)(=O)N2CCCC2)c1	10	6	-1	4	-1	1	-6	-5	-16
CC(C)Sc1nc2ccccc2n1CC(N)=O	-12	14	-17	-4	-1	-1	-3	-3	11
c1ccc2c(N3CCCCC3)nc(N3CCCCC3)nc2c1	13	i	-10	-7	-6	3	7	0	-1
Cc1cc(NCCO)c2ccccc2n1	5	11	7	-8	-3	-2	31	-2	6
O=C(CC(c1ccccc1)c1ccccc1)OCn1nnc2ccccc2c1=O	16	15	-12	10	2	-10	0	-2	13
CCc1ccc(-c2cc(C)no2)cc1S(=O)(=O)N1CCN(c2cccc(C)c2C)CC1	1	0	-17	4	0	2	15	-8	4
COC(=O)c1ccc2c(=O)n(CCN3CCOCC3)c(SCC(=O)Nc3ccccc3Cl)nc2c1	2	13	16	0	2	5	10	-2	11
CCn1c(=O)c2ccccc2n(Cc2cccc(C)c2)c1=O	15	24	-16	-7	0	0	7	4	-12
Cc1ccc(CN2C(=O)S/C(=C\c3ccccc3OCC(=O)O)C2=O)cc1	-1	-65	-19	-2	0	2	0	3	-11
O=C(c1cccc(C(F)(F)F)c1)N1CCN(CCc2ccccc2)CC1	-16	-7	-3	-2	-1	-16	3	-5	-4
NNC(=O)CS(=O)(=O)c1ccc(Cl)cc1	7	2	-17	-2	3	0	-31	-1	6
CC[C@@]1(c2ccccc2C)C(=O)N(C(=O)OC)N1C(=O)OC	10	15	2	-1	1	1	-1	-7	1
CCCNc1nc(Nc2ccc(C)cc2)nc(N2CCCC2)n1	15	17	-12	-1	1	-16	17	-10	1
CN(C)C(N)=NCCC[C@H](N)C(=O)O	6	3	-4	-3	1	2	-4	10	-25
C=CCc1cccc(CNc2nc3ccccc3n2CC)c1O	18	0	3	2	-1	3	16	10	16
Cc1ccc(N(C(C)C(=O)Nc2ccc(S(=O)(=O)N3CCOCC3)cc2)S(C)(=O)=O)cc1C (stereo not drawn)	-7	18	0	-1	3	4	-1	9	-6
Cn1c(SCC(=O)NCCNC(=O)CSc2nnc(C(F)(F)F)n2C)nnc1C(F)(F)F	-11	18	-19	0	-1	0	-12	5	-14

The list goes on:
SMILES	NLRP3 yeast inh	SENP8 block-1	SENP6 block	HKDC1 inhibitor	SENP1 inh	SENP8 block-2	Apaf1 inhib	SENP7 block	PfG6PD inh
CCOC(=O)c1cc(CC)sc1NC(=O)COc1ccc2c(C)cc(=O)oc2c1	0	-385	0	3	-5	-5	1	-2	-11
COc1ccc(/C=N/N=C2/NC(=O)C(CC(=O)NC(N)=O)S2)cc1 (stereo not drawn)	-11	8	-6	-4	1	-3	-10	2	-6
CC(C)(O)[C@H]1Cc2cc3ccc(=O)oc3cc2O1	-5	-262	-22	-5	1	3	8	-8	1
COc1ccc(NC(=O)C2CCC(C)(C(=O)O)C2(C)C)cc1 (stereo not drawn)	10	11	1	-1	2	4	-12	6	0
C[C@H]1CN=C(Nc2ccccc2)N1CCc1ccc(F)cc1	3	6	0	-3	-1	-1	-2	2	-5
COc1c(Cl)cc(Cl)cc1CNCCNCCO	24	14	-6	-11	0	4	-14	3	0
C[C@H](CO)N1C[C@H](C)[C@@H](CN(C)C(=O)NC2CCCCC2)Oc2c(NC(=O)Nc3ccccc3)cccc2C1=O	5	16	2	1	1	0	18	5	-14
CCC(C)c1nc2c(c(N3CCC3=O)c1-c1ccccc1)CCCC2 (stereo not drawn)	-2	10	-7	1	1	-1	13	3	-20
CC1(C)Cc2c(C#N)c(N)n(-c3ccccc3)c(=O)c2CO1	21	3	-13	3	0	4	-12	-5	-5
Cc1sc(NC(=S)NC(=O)c2ccc(C(C)(C)C)cc2)c(C#N)c1C	17	25	0	12	0	4	9	-5	-8
Cc1ccc(NC(Cc2cc(C)no2)c2ccccc2)cc1 (stereo not drawn)	7	8	-10	2	1	-11	17	-5	14
CCOC(=O)c1c(NC(=O)CN2CCCc3ccccc32)sc(C)c1CC	15	-13	5	8	-12	-5	22	2	18
CCCc1cc(=O)oc2cc(OCC(=O)NCCc3ccc(S(N)(=O)=O)cc3)ccc12	3	-147	2	2	2	11	-1	-2	17

Entries above that bear a hit mark in PfG6PD inh.
compound | NLRP3 yeast inh | SENP6 block | HKDC1 inhibitor | SENP1 inh | SENP7 block | PfG6PD inh
CN(CC(=O)Nc1ccc(Cl)c(Cl)c1)C(=O)C1CCC1 | 15 | -7 | -3 | 0 | 1 | 75*
